ARNT-TACC3 inh – disrupts binding between human ARNT and TACC3 | actives 0.66% (n = 390,000) | AlphaScreen His-ARNT PAS-B/GST-TACC3 binding, luminescence; TACC3 fragment carries E629A point mutation | Q9Y6A5 | inhibition, % at 9.99 µM;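 active = mean inhibition of replicates at least 50% and at least half of replicates each reaching 50%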;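 note: 0% = complete ARNT plus TACC3 wells and 100% = ARNT alone without TACC3; many hits fall short of the cut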
* hit, by the source's call. An excerpt; count on the stated rates, not on these rows.

| nr | molecule | ARNT-TACC3 inh |
| --- | --- | --- |
| 1 | O=C(COC(=O)Cc1cccc(C(F)(F)F)c1)NC1CC1 | 3.2 |
| 2 | O=C(Cc1c2ccccc2nc2ccccc12)c1ccccc1 | 2.5 |
| 3 | Cc1cc(N2CCN(c3ccccc3)CC2)n2c(n1)nc1ccccc12 | -12.0 |
| 4 | COc1ccc(OCCSc2nnc3c(Cl)cc(Cl)cn23)cc1 | -9.3 |
| 5 | COc1ccc(-c2nc(CSCC(=O)N3CCc4ccccc43)c(C)o2)cc1OC | -3.6 |
| 6 | CN1C(=O)/C(=C/c2ccco2)SC1=Nc1ccc(N2CCOCC2)cc1 | -1.6 |
| 7 | CCc1cc(C(=O)Nc2ccc(C)cc2Br)cs1 | -4.6 |
| 8 | Cc1ccc(C(=O)Nc2cc3c(oc2=O)CCCC3=O)cc1 | -1.1 |
| 9 | CCn1c(SCC(=O)N/N=C/C=C/c2ccco2)nnc1-c1ccc(OC)cc1 | 2.6 |
| 10 | O=C(CN1CCN(Cc2ccccc2)CC1)N/N=C/C=C/c1ccco1 | -1.4 |
| 11 | CCOCCCNC(=O)C(=O)NCCCOCC | 32.3 |
| 12 | Cc1nnc(-c2ccccc2)c[n+]1[O-] | -3.4 |
| 13 | CC1(C)NC(=O)N(CC(=O)OCC(=O)Nc2cc(S(=O)(=O)N3CCCCC3)ccc2Cl)C1=O | -3.9 |
| 14 | Cc1ccc(NC(=O)c2ccccc2NC(=O)CCC(=O)O)cc1 | -14.9 |
| 15 | Cc1ccc(NC(=O)c2ccoc2C)cc1C | -8.9 |
| 16 | O=C(O)Cc1ccc(NC(=S)NCc2ccco2)cc1 | -5.5 |
| 17 | O=C(NC(=S)Nc1ccccc1N1CCCC1)c1ccc(F)cc1 | 20.2 |
| 18 | CCOC(=O)C(=O)N=Nc1c(O)[nH]c2ccccc12 | 5.0 |
| 19 | Cc1cccc(C)c1NC(=O)Cn1c(=O)n(CCCC(=O)NCc2ccco2)c(=O)c2sccc21 | -10.1 |
| 20 | COc1ccc(NS(=O)(=O)c2cccc3nsnc23)cc1OC | 7.9 |
| 21 | CCOc1ccccc1NC(=O)COC(=O)CN(C)S(=O)(=O)c1ccc(C)cc1 | -1.6 |
| 22 | Cc1cc(C(=O)CN2C(=O)NC(c3ccccc3)(c3ccccc3)C2=O)c(C)n1Cc1ccco1 | -1.6 |
| 23 | COc1cccc(NC(=O)Cn2c(SCC(=O)N3CCOCC3)nc3ccccc32)c1 | -0.6 |
| 24 | O=C(Nc1ccccc1N1CCCCC1)c1ccc(-c2ccc(Cl)cc2)o1 | 6.5 |
| 25 | COc1ccc(/C=N/NC(=O)c2ccc(N(C)S(=O)(=O)c3ccccc3)cc2)cc1OC | -4.0 |
| 26 | COc1ccccc1NC(=O)C(Sc1ccccc1)c1ccccc1 (stereo not drawn) | -34.6 |
| 27 | COc1ccc(-n2c(C)cc(C(=O)CN3C(=O)c4ccccc4C3=O)c2C)cc1 | -4.6 |
| 28 | CSc1nnc(C)c(=O)n1COC(=O)COc1ccccc1C | -3.3 |
| 29 | CNc1ccc(Br)cc(C(=O)/C=C/c2ccc(OC)cc2)c1=O | 12.0 |
| 30 | CCN(CC)c1ccc(C(=O)N/N=C(\C)c2ccc(OC)c(OC)c2)cc1 | -0.5 |
| 31 | CCOCCn1c(COc2ccc(C)cc2)nc2ccccc21 | -20.4 |
| 32 | COc1cc(/C=C(\NC(C)=O)C(=O)Nc2ccc(NC(C)=O)cc2)ccc1OC(C)=O | 0.4 |
| 33 | Fc1ccc(NCc2nnc(SCc3nnc(-c4ccccc4)o3)n2CC2CCCO2)cc1 (stereo not drawn) | 6.2 |
| 34 | COC(=O)C12CC3CC(C1)CC(n1cnc(Cl)n1)(C3)C2 | -7.1 |
| 35 | COc1cc(C=O)ccc1OCc1cccc(Br)c1 | -10.8 |
| 36 | COc1ccc(-c2nc(CS(=O)CC(=O)NCCCN3CCCC3)c(C)o2)cc1OC (stereo not drawn) | 1.5 |
| 37 | Cc1ccc(CNc2ccc(S(=O)(=O)N3CCOCC3)cc2[N+](=O)[O-])cc1 | 26.4 |
| 38 | C(=Nc1cccc2c(N=Cc3ccco3)cccc12)c1ccco1 | 3.8 |
| 39 | O=C(CN1CCN(S(=O)(=O)c2ccc(Br)cc2)CC1)N/N=C/c1cc([N+](=O)[O-])ccc1Cl | -7.2 |
| 40 | CCN(CC)c1ccc(/C=N/Nc2cccc(C)c2)c(O)c1 | 2.4 |
| 41 | CCC(=O)Nc1cc(C(=O)OCC(=O)c2ccccc2)ccc1C | -2.7 |
| 42 | COCCNC(=O)c1ccc(C(=O)C(=O)c2ccccc2)cc1 | 5.5 |
| 43 | CCOC(=S)SCC(=O)N1CCc2cc(OC)c(OC)cc2C1C1C(=O)CC(C)(C)CC1=O (stereo not drawn) | 7.0 |
| 44 | Cn1cccc1C(=O)OCC(=O)Nc1cc(C(C)(C)C)nn1-c1ccccc1 | 1.7 |
| 45 | O=S(=O)(Nc1ccc(N=Nc2ccc(O)c3ccccc23)cc1)c1ccccc1 | -0.9 |
| 46 | COc1ccc(-c2n[nH]c(=S)n2/N=C/C=C\c2ccccc2OC)cc1 | 3.4 |
| 47 | CCc1nc(SCC(=O)c2cccs2)c2oc3ccccc3c2n1 | -1.6 |
| 48 | O=C(CSc1nnc(-c2ccc(O)cc2)n1Cc1ccccc1)NNC(=O)c1ccc(Br)cc1 | -4.2 |
| 49 | Cc1cccc(OCCNc2ccc(C(F)(F)F)cc2[N+](=O)[O-])c1 | 19.7 |
| 50 | O=C(Nc1ccc2oc(-c3cccnc3)nc2c1)c1ccc2c(c1)OCCO2 | -5.1 |

(cont.)
| nr | molecule | ARNT-TACC3 inh |
| --- | --- | --- |
| 51 | CC(C)=NNc1nc2sc3c(c2c(=O)[nH]1)CC(C)(C)OC3 | 8.8 |
| 52 | COc1cc(C2Nc3ccc4ncccc4c3C3=C2C(=O)CC(C)(C)C3)cc(OC)c1O (stereo not drawn) | -6.0 |
| 53 | Cc1ccccc1-n1c(-c2csc(C)c2C)n[nH]c1=S | 27.3 |
| 54 | O=C(COC(=O)c1cc2ccccc2oc1=O)c1cccc([N+](=O)[O-])c1 | -7.3 |
| 55 | CCCCOc1ccc(C(=O)NCCc2cccs2)cc1 | -2.9 |
| 56 | O=C(CSc1nnc(-c2ccncc2)o1)NC1C2CC3CC(C2)CC1C3 (stereo not drawn) | -2.8 |
| 57 | Cc1ccc(CN2C(=O)CCC2C(=O)NCc2cccnc2)cc1 (stereo not drawn) | -1.4 |
| 58 | Cc1ccsc1C(=O)Nc1cccc(S(=O)(=O)N(C)C)c1 | -1.0 |
| 59 | CC(C)c1ccc(NS(=O)(=O)c2ccc(Cl)nc2)cc1 | -1.8 |
| 60 | CC(=O)c1c(C)[nH]c(C(=O)Nc2ccc(Cl)c(S(=O)(=O)N3CCOCC3)c2)c1C | 28.9 |
| 61 | CC1CCN(CC(=O)Nc2ccccc2Sc2ccccc2)CC1 | -23.3 |
| 62 | CC(=O)Nc1ccc(N=Cc2ccc(OCc3ccccc3)cc2)cc1 | -3.1 |
| 63 | O=C(CSc1nc2ccccc2c(=O)n1-c1ccc(F)cc1)Nc1cc(S(=O)(=O)N2CCOCC2)ccc1Cl | -0.3 |
| 64 | COc1ccc(-c2ncn(CCC#N)c2[N+](=O)[O-])cc1 | 4.2 |
| 65 | COc1ccc(C(=O)/C=C/Nc2ccc(S(=O)(=O)Nc3onc(C)c3C)cc2)cc1 | 1.1 |
| 66 | O=C(NCC(c1cccs1)N1CCOCC1)c1cc([N+](=O)[O-])ccc1Cl (stereo not drawn) | -15.9 |
| 67 | Cc1ccccc1C1(CCN2CCCCC2)CCOC(C)(C)C1 (stereo not drawn) | 4.0 |
| 68 | CCOc1ccc(NC(=O)c2ccc(NC(=O)c3cn4c5c(c(N6CCN(C)CC6)c(F)cc5c3=O)OCC4C)cc2)cc1 (stereo not drawn) | -1.4 |
| 69 | COC(=O)COc1ccc(S(=O)(=O)N2CCOCC2)cc1C | 0.4 |
| 70 | O=C(Nc1ccccc1)Nc1cc(S(=O)(=O)N2CCOCC2)ccc1N1CCCC1 | -2.1 |
| 71 | COc1ccc(Cl)cc1NC(=O)COc1cccc(-n2cnnn2)c1 | -3.2 |
| 72 | CCOC(=O)C(C)Oc1ccc2c(-c3cccc([N+](=O)[O-])c3)cc(=O)oc2c1 (stereo not drawn) | -2.4 |
| 73 | COc1cc(C)ccc1OCCOCCOc1ccc(C)cc1[N+](=O)[O-] | -6.7 |
| 74 | O=C(COC(=O)/C=C/c1ccc(Cl)cc1Cl)NCCC1=CCCCC1 | -2.3 |
| 75 | Cc1cccc(NC(=O)C2(c3cccs3)CCOCC2)n1 | -2.3 |
| 76 | COc1cccc(NS(=O)(=O)c2ccc3c(c2)C2C=CCC2C(c2ccc(C(=O)O)cc2)N3)c1 (stereo not drawn) | 7.8 |
| 77 | Cc1ccccc1C(=O)NC(CC(C)C)C(=O)OCc1cc(=O)n2cc(Br)ccc2n1 (stereo not drawn) | 5.6 |
| 78 | O=C(CCNC(=O)c1ccc(Cl)cc1)Nc1c(F)c(F)cc(F)c1F | -7.7 |
| 79 | O=C(C[n+]1cc(-c2ccccc2)n2c1CCC2)Nc1nc(-c2ccc(F)cc2)cs1 | -4.4 |
| 80 | Cc1cc(C(=O)CN2C(=O)NC(C)(c3ccccc3)C2=O)c(C)n1CC1CCCO1 (stereo not drawn) | 2.3 |
| 81 | COc1ccc(C(=O)Nc2ccc3c(c2)C(=O)c2ccccc2C3=O)cc1OC | 0.1 |
| 82 | Cc1cc2c(N=NC(=O)CCc3ccccc3)c(O)[nH]c2cc1Br | 28.7 |
| 83 | O=C(CCN1C(=O)C2CCCCC2C1=O)NNC(=O)c1cccc(Cl)c1 (stereo not drawn) | -3.8 |
| 84 | Cc1cc(NS(=O)(=O)c2ccc(NC(=O)CSc3nnc(-c4ccco4)n3Cc3ccco3)cc2)nc(C)n1 | -2.8 |
| 85 | Cc1nn(C)c(C(=O)N/N=C/c2cccc3ccccc23)c1Cl | -8.6 |
| 86 | COc1ccc(CC(=O)Nc2ccccc2C(=O)N2CCOCC2)cc1OC | -28.8 |
| 87 | O=C(c1cccs1)C1C(c2ccc(Br)cc2)NC(=S)NC1(O)C(F)(F)F (stereo not drawn) | 29.1 |
| 88 | O=S(=O)(CCc1nc2ccccc2[nH]1)c1ccc(Br)cc1 | -6.6 |
| 89 | COc1ccc(-n2c(CNc3ccc(C)cc3)nnc2SCc2ccccc2)cc1 | 3.3 |
| 90 | CCCCOC(=O)/C=C/c1ccc(OC(=O)OC)c(OC(=O)OC)c1 | 1.7 |
| 91 | CCC1CCCCN1C(=O)c1noc(C(C)C)c1[N+](=O)[O-] (stereo not drawn) | -4.9 |
| 92 | COc1ccc(CSc2n[nH]c(C)n2)cc1[N+](=O)[O-] | -2.9 |
| 93 | O=C(CN1C(=O)NC2(CCCCC2)C1=O)Nc1ccc(N2CCOCC2)cc1 | -6.5 |
| 94 | CC(/C=C/c1ccc2c(c1)OCO2)=N/NC(=O)c1ccc(C)nc1 | -5.2 |
| 95 | CCOC(=O)/C(=N/Nc1ccccc1)Sc1nnnn1-c1ccc(C)cc1 | 35.0 |
| 96 | COc1cc2c(cc1OC)CN(c1nc(CN3CCOCC3)nc3sc4c(c13)CCCC4)CC2 | 22.4 |
| 97 | COc1ccc(/C=N/NC(=O)c2nc(-c3ccccc3)n(-c3ccccc3)n2)c(O)c1 | 10.7 |
| 98 | C/C(CC(=O)Nc1cccc(Cl)c1C)=N\NC(=O)C(=O)NCC(C)C | -0.4 |
| 99 | CCNCc1cc(Cl)cc(OC)c1OC(C)C | -11.9 |
| 100 | CCCCn1c(-c2csc(CC)c2)n[nH]c1=S | -8.4 |

(cont.)
| nr | molecule | ARNT-TACC3 inh |
| --- | --- | --- |
| 101 | NC(=S)N/N=C/c1ccccc1 | -0.6 |
| 102 | Cc1c(C)n(CCC#N)c2ccc(Cl)cc12 | -5.5 |
| 103 | Cn1c(CCNC(=O)c2cccs2)n[nH]c1=S | -9.5 |
| 104 | CC(C)Sc1nnc(CNC(=O)C23CC4CC(CC(C4)C2)C3)n1C1CCCCC1 | 7.4 |

20 of these compounds in another layout.
#	ARNT-TACC3 inh	Structure
84	-2.8	Cc1cc(NS(=O)(=O)c2ccc(NC(=O)CSc3nnc(-c4ccco4)n3Cc3ccco3)cc2)nc(C)n1
85	-8.6	Cc1nn(C)c(C(=O)N/N=C/c2cccc3ccccc23)c1Cl
86	-28.8	COc1ccc(CC(=O)Nc2ccccc2C(=O)N2CCOCC2)cc1OC
87	29.1	O=C(c1cccs1)C1C(c2ccc(Br)cc2)NC(=S)NC1(O)C(F)(F)F (stereo not drawn)
88	-6.6	O=S(=O)(CCc1nc2ccccc2[nH]1)c1ccc(Br)cc1
89	3.3	COc1ccc(-n2c(CNc3ccc(C)cc3)nnc2SCc2ccccc2)cc1
90	1.7	CCCCOC(=O)/C=C/c1ccc(OC(=O)OC)c(OC(=O)OC)c1
91	-4.9	CCC1CCCCN1C(=O)c1noc(C(C)C)c1[N+](=O)[O-] (stereo not drawn)
92	-2.9	COc1ccc(CSc2n[nH]c(C)n2)cc1[N+](=O)[O-]
93	-6.5	O=C(CN1C(=O)NC2(CCCCC2)C1=O)Nc1ccc(N2CCOCC2)cc1
94	-5.2	CC(/C=C/c1ccc2c(c1)OCO2)=N/NC(=O)c1ccc(C)nc1
95	35.0	CCOC(=O)/C(=N/Nc1ccccc1)Sc1nnnn1-c1ccc(C)cc1
96	22.4	COc1cc2c(cc1OC)CN(c1nc(CN3CCOCC3)nc3sc4c(c13)CCCC4)CC2
97	10.7	COc1ccc(/C=N/NC(=O)c2nc(-c3ccccc3)n(-c3ccccc3)n2)c(O)c1
98	-0.4	C/C(CC(=O)Nc1cccc(Cl)c1C)=N\NC(=O)C(=O)NCC(C)C
99	-11.9	CCNCc1cc(Cl)cc(OC)c1OC(C)C
100	-8.4	CCCCn1c(-c2csc(CC)c2)n[nH]c1=S
101	-0.6	NC(=S)N/N=C/c1ccccc1
102	-5.5	Cc1c(C)n(CCC#N)c2ccc(Cl)cc12
103	-9.5	Cn1c(CCNC(=O)c2cccs2)n[nH]c1=S

Arranged by number of heavy atoms (lowest first): some entries from above.
| nr | molecule | ARNT-TACC3 inh |
| --- | --- | --- |
| 101 | NC(=S)N/N=C/c1ccccc1 | -0.6 |
| 103 | Cn1c(CCNC(=O)c2cccs2)n[nH]c1=S | -9.5 |
| 104 | CC(C)Sc1nnc(CNC(=O)C23CC4CC(CC(C4)C2)C3)n1C1CCCCC1 | 7.4 |

From PubChem
